# All columns: NCI-60 one-dose screen, growth in % after 48 h at 10 µM unless noted; 100 = growth as untreated, 0 = no growth, -100 = all killed.
# SK-MEL-5 – SK-MEL-5 melanoma | 80,000 compounds, 6.4% hits
# M14 – M14 melanoma; AID 1794745; 80,000 compounds, 6.2% hits
# A549/ATCC – A549/ATCC NSCLC; 81,000 compounds, 3.7% hits
# HOP-62 – HOP-62 NSCLC | 80,000 compounds, 3.9% hits
# HOP-92 – HOP-92 NSCLC cells; 71,000 compounds, 6.3% hits
# CCRF-CEM – CCRF-CEM leukemia. 77,000 compounds, 7% hits
# EKVX – EKVX NSCLC; 71,000 compounds, 3% hits
# LOX IMVI – LOX IMVI melanoma. 79,000 compounds, 7.4% hits
# The depositor's hits bear a star; . = no result given; & = joins results of further samples. How the source made its calls: active means growth percent below 10; inactive means the rest.
SMILES,SK-MEL-5,M14,A549/ATCC,HOP-62,HOP-92,CCRF-CEM,EKVX,LOX IMVI
CN(C)CCSC1=Nc2ccc(Cl)cc2C(c2ccccc2Cl)=NC1,103&102,102&108,108&106,74&82,108&108,99&95,107&108,95&96
COP(=S)(OC)Oc1ccc([N+](=O)[O-])c(Cl)c1,102,106,100,105,62,111,103,98
CCCCCCCCCCCCCCCCOc1ccc(-c2cc(Cl)c3cc(S(=O)(=O)F)ccc3n2)cc1S(=O)(=O)F,105,111,.,100,107,.,.,102
C[C@]12C/C(=C/N3CCCCC3)CC[C@@H]1CC[C@@H]1[C@@H]2CC[C@@]2(C)[C@H]1CC[C@]2(C)O,103,102,94,89,99,110,108,95
c1ccc(OP2OCCO2)cc1,102,107,99,109,110,.,.,107
O=C(O)CNC(=O)Cc1ccc(N(CCCl)CCCl)cc1,107,102,101,101,89,104,109,101
Cc1cc(NC(=O)NCc2ccc(N3C(N)=NC(N)=NC3(C)C)cc2)ccc1S(=O)(=O)F,21,29,-3.0*,23,89,55,53,17
OCCNC(Cc1ccccc1)c1ccc2c(c1)OCO2 (stereo not drawn),101,89,91,78,73,111,100,93
CC(C)OCCCNC(=O)CCl,102,105,110,110,112,106,121,107
CN1C(=O)N[C@H]2[C@@H]3NC(=O)c4ccc(Br)n4[C@@H]3C[C@]21O,-77*,-71*,-9.1*,-32*,-9.7*,-15*,-17*,-42*
O=C1CC(c2cc(=O)oc3ccc(Cl)cc23)c2c(c3ccccc3oc2=O)O1 (stereo not drawn),98,100,72,81,98,102,98,95
Cc1ccc(C(=O)C2C(c3ccccc3)N2Cc2ccccc2)cc1 (stereo not drawn),96,87,89,104,77,80,.,85

# Four successive compounds out of the list so far, quoted:
SMILES,SK-MEL-5,M14,A549/ATCC,HOP-62,HOP-92,CCRF-CEM,EKVX,LOX IMVI
CC(C)OCCCNC(=O)CCl,102,105,110,110,112,106,121,107
CN1C(=O)N[C@H]2[C@@H]3NC(=O)c4ccc(Br)n4[C@@H]3C[C@]21O,-77*,-71*,-9.1*,-32*,-9.7*,-15*,-17*,-42*
O=C1CC(c2cc(=O)oc3ccc(Cl)cc23)c2c(c3ccccc3oc2=O)O1 (stereo not drawn),98,100,72,81,98,102,98,95
Cc1ccc(C(=O)C2C(c3ccccc3)N2Cc2ccccc2)cc1 (stereo not drawn),96,87,89,104,77,80,.,85

# Additional compounds follow.
SMILES,SK-MEL-5,M14,A549/ATCC,HOP-62,HOP-92,CCRF-CEM,EKVX,LOX IMVI
CC[C@@H](C(N)=O)N1CCCC1=O,100,106,98,100,87,94,100,92
CCN1CC2C3CCC(C)(O3)C2C1 (stereo not drawn),110,93,96,70,81,102,101,99
C[C@@H]([C@H](O)c1ccccc1)N(C)C,104,99,102,117,96,99,104,97
Cc1ccc(O)c(C)c1,100,.,99,95,78,83,108,103
CC1(C)N=C(N)N=C(N)N1c1ccc(CCCCc2ccc(Cl)cc2S(=O)(=O)F)c(Cl)c1,19,18,9.8*,33,.,13,.,13
COC(=O)[C@@]1(C)c2ccccc2C(=O)N2CCc3cc(OC)c(OC)cc3[C@H]21,83,110,106,101,73,85,102,95
CN(C)Cc1c[nH]c2cc([N+](=O)[O-])ccc12,102,101,103,99,82,99,113,.
NC1=NCC(c2ccc(Cl)cc2)O1 (stereo not drawn),103,91,98,102,88,51,102,110
COC(=O)C[C@H](NC(=O)C(=O)c1cn(Cc2cn(Cc3ccccc3)nn2)c2ccccc12)C(=O)OC,100,97,106,95,101,111,93,98
NC(=O)SCC(=O)Nc1ccc([As](=O)(O)O)cc1,102,90,86,136,.,59,111,69
COC(=O)[C@@H](C)C[C@H](Cc1ccccc1)NC(=O)c1csc(CC[C@H](C(C)C)N(C)C(=O)[C@@H](NC(=O)[C@H]2CCCCN2C)C(C)C)n1,-19*,-13*,19,22,53,14,41,29
c1ccc(Nc2ccc(Nc3ccccc3)cc2)cc1,59,69,77,94,75,59,72,58

# A draw from above in order of molar mass, falling:
SMILES,SK-MEL-5,M14,A549/ATCC,HOP-62,HOP-92,CCRF-CEM,EKVX,LOX IMVI
COC(=O)C[C@H](NC(=O)C(=O)c1cn(Cc2cn(Cc3ccccc3)nn2)c2ccccc12)C(=O)OC,100,97,106,95,101,111,93,98
CC1(C)N=C(N)N=C(N)N1c1ccc(CCCCc2ccc(Cl)cc2S(=O)(=O)F)c(Cl)c1,19,18,9.8*,33,.,13,.,13
COC(=O)[C@@]1(C)c2ccccc2C(=O)N2CCc3cc(OC)c(OC)cc3[C@H]21,83,110,106,101,73,85,102,95

# (more compounds)
SMILES,SK-MEL-5,M14,A549/ATCC,HOP-62,HOP-92,CCRF-CEM,EKVX,LOX IMVI
CNCC(=O)c1ccc(O)c(O)c1,107&101&104,115&105&108,103&105&111,106&97,51&69&43,115&95,113&105&110,97&98&96
CC(C)CC(NC(=O)CF)C(=O)O (stereo not drawn),98,98,102,79,100,100,91,96
c1cnc2c(c1)ccc1ncccc12,104,91,107,103,.,96,94,106
CCOP(=O)(OCC)C(O)c1ccc(Cl)c(Cl)c1 (stereo not drawn),111,93,111,104,.,106,110,98
CCCCCCCC[N+]12CN3CN(CN(C3)C1)C2,98,90,98,102,86,97,.,98
O=P(N1CC1)(N1CC1)N1CCc2ccccc21,109,104,101,105,115,104,119,93
CC(=O)OC1CC2(O)C(CCC3(C)C(c4ccc(=O)oc4)CCC32O)C2(C)CCC(OC3OC(CO)C(O)C(O)C3O)C=C12 (stereo not drawn),-92*,-78*,-73*,-71*,-24*,-25*,-89*,-85*
C(#CCN1CCOCC1)CN1CCOCC1,114,108,106,107,81,.,108,101
CCCCC1(CCC)C(=O)NC(=S)NC1=O,104,106,125,100,71,115,102,103
N#CC(C#N)=Cc1ccc(O)cc1,102,108,95,99,92,95,.,100
Nc1ncnc2[se]c3c(c12)CCCCC3,103,108,107,94,122,104,95,95
CC1([N+](=O)[O-])COP(=O)(Nc2cccc(Br)c2)OC1 (stereo not drawn),105,101,104,.,99,99,109,102
CN1C(=O)NC(=O)C2(CCCC2)C1=O,102,107,98,97,78,120,95,95
O=S(=O)(F)c1ccc(I)cc1,105,109,105,101,98,99,139,94
ClCCN(CCCl)CCN1c2ccccc2Sc2ccccc21,101,104,90,93,63,89,117,90
CNC(=O)Oc1ccccc1Br,97,97,99,96,97,97,110,97
CCCn1cc(C(=O)C2C(C)(C)C2(C)C)c2ccccc21,93,85,108,101,114,109,111,92
CC(C)=CC1C(C(=O)OCC(C)C)C1(C)C (stereo not drawn),114,103,94,94,105,102,98,95
CC1(C)N=C(N)N=C(N)N1c1ccc(C(=O)Nc2ccc(S(=O)(=O)F)cc2)cc1,99,95,93,85,100,93,.,97
C[C@@H]1CN(C(=O)C(O)(c2ccccc2)c2ccccc2)[C@@H](C)CN1c1ccccn1,105,103,.,98,69,113,115,99
COC(=O)C(C)NP(=O)(N1CC1)N1CC1 (stereo not drawn),100,103,105,99,83,105,115,103
CC1CCCC(C[N+](C)(C)C)C1=O (stereo not drawn),99,101,104,106,84,95,110,50
N#CC(c1ccccc1)N1CCOCC1 (stereo not drawn),101,111,108,97,90,96,96,95
CC(C)CCCC(C)C1CCC2C3CC=C4CC(OC(=O)c5cc([N+](=O)[O-])c(N6CC6)c([N+](=O)[O-])c5)CCC4(C)C3CCC12C (stereo not drawn),101,101,101,100,103,106,.,99
NC(Cc1ccccc1)c1ccc2c(c1)CCC2 (stereo not drawn),96,87,88,74,53,94,94,92
O=P(NC1CCCCC1)(N1CC1)N1CC1,96,95,73,89,94,75,112,74
COC12c3c(C)cc(O)c4c(=O)occ(c34)C(=O)C1C13COC(=O)c4c(O)cc(C)c(c41)C(=O)C2C3OC(C)=O (stereo not drawn),111,.,107,82,-9.9*,96,.,104
O=S(=O)(c1ccc(Cl)cc1)c1ccc(Cl)cc1,102&92,103&101,75&94,77&104,82,97,101&90,96&95
O=C1C2C(C(=O)[N]1[Hg][c]1cccs1)C1(Cl)C(Cl)=C(Cl)C2(Cl)C1(Cl)Cl (stereo not drawn),24,-58*,80,11,-51*,-14*,35,-91*
O=C(C(=O)N1CCCC1)c1cn(CCCCCn2cc(C(=O)C(=O)N3CCCC3)c3ccccc32)c2ccccc12,76,96,85,102,37,-27*,75,.
CN[C@]1(c2ccccc2Cl)CCCC[C@@H]1NCCCN1CCCC1,100,104,98,93,75,101,94,101
O=c1[nH]c(=O)[nH]c(=O)[nH]1,107,111,108,85,113,.,110,129
CCCCCCCCNCC(O)c1ccc(Cl)c(Cl)c1 (stereo not drawn),100,92,106,109,22,83,107,46
CC(NC(=O)N1CC1(C)C)c1ccccc1 (stereo not drawn),109,125,108,115,100,92,109,101
Cc1cc[c-]cc1.Fc1c[c-]c(-c2ccccn2)c(F)c1.[Pt+2].c1ccc([PH+](c2ccccc2)c2ccccn2)cc1,78,62,42,91,56,20,65,31
CC1CN1P(=O)(N1CC2CCC(CC2)C1)N1CC1C (stereo not drawn),109,99,103,101,.,.,105,100

# Of the compounds above, 4 have a nitro group on carbon:
SMILES,SK-MEL-5,M14,A549/ATCC,HOP-62,HOP-92,CCRF-CEM,EKVX,LOX IMVI
COP(=S)(OC)Oc1ccc([N+](=O)[O-])c(Cl)c1,102,106,100,105,62,111,103,98
CN(C)Cc1c[nH]c2cc([N+](=O)[O-])ccc12,102,101,103,99,82,99,113,.
CC1([N+](=O)[O-])COP(=O)(Nc2cccc(Br)c2)OC1 (stereo not drawn),105,101,104,.,99,99,109,102
CC(C)CCCC(C)C1CCC2C3CC=C4CC(OC(=O)c5cc([N+](=O)[O-])c(N6CC6)c([N+](=O)[O-])c5)CCC4(C)C3CCC12C (stereo not drawn),101,101,101,100,103,106,.,99

# Single records (already shown):
# `CCCCCCCCNCC(O)c1ccc(Cl)c(Cl)c1` (stereo not drawn) as listed: SK-MEL-5 = 100; M14 = 92; A549/ATCC = 106; HOP-62 = 109; HOP-92 = 22; CCRF-CEM = 83; EKVX = 107; LOX IMVI = 46
# `O=c1[nH]c(=O)[nH]c(=O)[nH]1` as listed: SK-MEL-5 = 107; M14 = 111; A549/ATCC = 108; HOP-62 = 85; HOP-92 = 113; CCRF-CEM = .; EKVX = 110; LOX IMVI = 129
# `O=C1C2C(C(=O)[N]1[Hg][c]1cccs1)C1(Cl)C(Cl)=C(Cl)C2(Cl)C1(Cl)Cl` (stereo not drawn) as listed: SK-MEL-5 = 24; M14 = -58*; A549/ATCC = 80; HOP-62 = 11; HOP-92 = -51*; CCRF-CEM = -14*; EKVX = 35; LOX IMVI = -91*

# (cont.)
SMILES,SK-MEL-5,M14,A549/ATCC,HOP-62,HOP-92,CCRF-CEM,EKVX,LOX IMVI
COc1cc(C2c3cc(O)c(OC)cc3CC3C(=O)OCC32)ccc1O (stereo not drawn),97,109,.,95,101,99,101,93
CC(=O)O[C@H]1C(=O)[C@@]2(C)[C@H]([C@H](OC(=O)c3ccccc3)[C@]3(O)C[C@H](OC(=O)[C@H](OC(=O)OCC4COC(C)(C)O4)[C@@H](NC(=O)c4ccccc4)c4ccccc4)C(C)=C1C3(C)C)[C@]1(OC(C)=O)CO[C@@H]1C[C@@H]2O (stereo partly drawn),44,-15*,30,48,74,31,71,.
COc1cc2c3c(c1OC)-c1ccncc1CC3N(C)CC2 (stereo not drawn),99,101,97,105,61,.,.,93
FC(F)(F)c1cccc(CCl)c1,99,94,101,94,.,86,103,106
Cc1c(OCC(=O)N/N=C/c2ccc(N(CCCl)CCCl)cc2)ccc2c(=O)c3ccccc3oc12,87,78,79,95,92,56,81,19
BrCCc1ccccc1,104,101,104,112,.,.,.,103
O=C(CCl)Cc1ccccc1,100,98,99,95,76,96,112,100
CCOP(=O)(CC(N)=O)OCC,100,102,95,93,114,99,105,96
CC(O)CN(CCO)CC(C)O (stereo not drawn),108,87,103,88,91,94,102,100
CC(C)CCO/N=C/c1cccnc1,113,109,95,99,102,105,109,101
COc1cc(C=Nc2cc(Cl)cc(Cl)c2)ccc1N(CCCl)CCCl,94,92,92,96,77,56,.,79
CC1CCC2(OC1)OC1C(O)C3C4CCC5CC(OC6OC(CO)C(OC7OC(CO)C(O)C(OC8OCC(O)C(O)C8O)C7OC7OC(CO)C(O)C(OC8OC(CO)C(O)C(O)C8O)C7O)C(O)C6O)C(O)CC5(C)C4CCC3(C)C1C2C (stereo not drawn),-62*,63,-40*,-95*,-3.9*,-16*,-17*,-70*
CC1(CF)NC(=O)NC1=O (stereo not drawn),114,104,113,107,84,96,104,100
CCOc1cccc(C(Cc2ccccc2)NC)c1 (stereo not drawn),100,87,109,103,84,115,98,93
O=[N+]([O-])c1cc(Cl)ccc1Cl,102&98,104&101,106&100,107&108,105,96,117,98&105
CC(C)(C)NC(=O)NCCN1CC1,106,101,93,113,.,36,102,104
Cc1ccc2nc(Sc3cnc(N)s3)n(-c3ccccc3)c(=O)c2c1,94,98,114,103,.,102,92,93

# These rows are one share of the data (hit frequency here may not be typical).
